NR2E3 ag-1 – NR2E3 agonists in two-hybrid cells, primary screen, cell-based, luminescence, CHO-S, Gal4-NCOR/VP16-NR2E3; inhibition of corepressor binding, % at 3.98 µM; hit rate 0.35% among 360,000; luciferase; AID 602229, 2012;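 active means inhibition above the mean of all tested compounds plus 3 SD, cut at about 70% in these data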;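 further: 0% = DMSO with NR2E3 transfected cells and 100% = cells lacking NR2E3 construct; higher means lower luciferase signal from less NR2E3 corepressor binding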
Target sequence (Q9Y5X4 whole entry, looked up, the tested form may be a part): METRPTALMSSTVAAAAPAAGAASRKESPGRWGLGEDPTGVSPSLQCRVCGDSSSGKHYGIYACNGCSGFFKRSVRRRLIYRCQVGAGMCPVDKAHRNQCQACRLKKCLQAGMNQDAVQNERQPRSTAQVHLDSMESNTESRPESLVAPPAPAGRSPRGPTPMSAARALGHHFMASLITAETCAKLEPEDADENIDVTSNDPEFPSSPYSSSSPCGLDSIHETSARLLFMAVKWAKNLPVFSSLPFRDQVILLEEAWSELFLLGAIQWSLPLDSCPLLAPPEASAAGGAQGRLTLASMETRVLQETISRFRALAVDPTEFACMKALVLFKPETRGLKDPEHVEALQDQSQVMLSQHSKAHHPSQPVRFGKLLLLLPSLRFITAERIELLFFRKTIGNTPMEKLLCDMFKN
NR2E3 ag-2 – inhibitors of NR2E3-RetCOR corepressor binding, primary screen, NR2E3 agonist project, biochemical, TR-FRET, GST-NR2E3, biotin-RetCOR | Photoreceptor-specific nuclear receptor (Homo sapiens), Q9Y5X4 | 1536-well | inhibition of corepressor binding, % at 4.78 µM | hit rate 0.12% among 320,000 | AID 2300, 2010;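 active means percent inhibition above the cutoff of mean plus 3 SD of all tested compounds, set per screening campaign, cut at about 20% in these data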;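 further: 0% = DMSO wells and 100% = biotin wells as full block of FRET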
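Test system: GST-NR2E3 and biotin-RetCOR proteins | Quantity: 1.35 nM GST-tagged NR2E3 final | Medium: Tris pH 7.5 | Also added: 7 nM biotin-RetCOR | Dosing: Compound at 4.8 µM, single dose | Timing: 5 h at 4 °C | Detection: Time-resolved FRET | Read-out basis: Percent inhibition | Benchmarks: Biotin wells as high control, 0.6% DMSO wells as low control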
KKLEB cytotox – cytotoxicity in KKLEB CF airway cells, primary screen, cytotoxicity control for CF NF-kB inhibitor project, cell-based, uHTS, fluorescence assay plates; activity change (cytotoxicity), % at 5 µM; KKLEB CF airway cells viability, ATPlite luminescence, overnight; hits give low values; cells stimulated with P. aeruginosa culture filtrate; AID 602141, 2011; hit rate 0.36% among 360,000;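 active means corrected activity change at or below -50% at 5 µM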
CF NFkB inh – inhibitors of PAF-induced NF-kB signaling, primary screen, cell-based, GFP fluorescence, uHTS; hit rate 0.86% among 360,000; inhibition, % at 5 µM; KKLEB NF-kB-GFP reporter, GFP fluorescence overnight;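 active means at least 50% inhibition at 5 µM, scaled per plate between neutral and stimulator controls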;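 further: PAF is a Pseudomonas aeruginosa culture filtrate used as stimulus; plate controls were PAF-stimulated DMSO wells for no effect and unstimulated DMSO wells for full effect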
Shn3 3UTR inh – reduction of Shn3 3'UTR firefly luciferase signal, primary screen, Schnurri-3 inhibitor project, cell-based, Clone20 osteoblasts, set 2; Clone20 osteoblast Shn3 3'UTR firefly luciferase, 24 h; inhibition, % at 12.5 µM; hit rate 0.52% among 360,000; AID 588674, 2011;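 active means mean inhibition of at least 75% with every replicate also reaching 75%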;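 further: 0% = median of neutral control wells and 100% = pilot-screen positive control compound; some compounds past the cut are filed as inactive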
Peg3 prom inh – Peg3 promoter-driven luciferase inhibitors, primary screen, cell-based, HeLa, luciferase luminescence | hit rate 1.7% among 360,000 | inhibition, % at 20 µM | HeLa PEG-Prom luciferase reporter, overnight | AID 588405, 2011;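 active means inhibition of at least 50% at 20 µM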
HIF-2a block – HIF-2a reporter inhibitors, primary screen, luminescence, 786-0 RCC cells. 786-0 RCC cells HIF-2a reporter, luciferase luminescence, overnight. inhibition, % at 18.8 µM. hit rate 0.72% among 360,000. AID 624352, 2012;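 active means inhibition of the luminescence signal of 40% or more relative to plate controls, in a single-dose primary screen at 18.75 µM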
aDG glyco act – activators of alpha-DG glycosylation, primary screen, uHTS, Pro5-aDG cells, AlphaScreen; alpha-DG glycosylation AlphaScreen (IIH6); 0% Pro5, 100% B10-LARGE cell signal; activation, % at 10 µM; hit rate 0.22% among 360,000;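 active means activation of at least 8% versus controls, or a plate z-score of at least 8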;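 further: Pro5 are CHO cells carrying HIG-tagged alpha-DG that lacks glycosylation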
TWEAK-Fn14 inh – inhibitors of TWEAK-Fn14 signaling, primary screen, luciferase reporter cells, uHTS | TWEAK-stimulated Fn14 reporter cells, luciferase luminescence, 8 h | hit rate 2% among 360,000 | inhibition, % at 10 µM | AID 1159606, 2016; in the data active means inhibition above about 50%
hiPSC survival – enhancers of single-cell hiPSC survival, primary screen, ATPlite luminescence | 100% = ROCK inhibitor wells, 0% = DMSO | survival enhancement, % at 20 µM | hit rate 0.044% among 360,000 | AID 602274, 2012; in the data active means survival enhancement above about 18%;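 further: cells exposed to compounds for 16 hours before the ATP read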
MITF TRPM1 inh – inhibitors of MITF-dependent TRPM1 promoter reporter, primary screen, cell-based, SK-MEL-5, single point, luciferase; inhibition, % at 12.5 µM; hit rate 0.83% among 330,000; SK-MEL-5 TRPM1 promoter luciferase, 24 h;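 active means mean inhibition across replicates of 60% or more, whatever share of single replicates reaches that level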; further: values of inactives mirror those of a sister screen read the other way
The depositor's hits bear a star; x = no result given. Random draw from the library, and some 4.4% of all compounds hit somewhere here.

item	molecule	CF NFkB inh	NR2E3 ag-2	Peg3 prom inh	hiPSC survival	MITF TRPM1 inh	KKLEB cytotox	aDG glyco act	TWEAK-Fn14 inh	Shn3 3UTR inh	NR2E3 ag-1	HIF-2a block
1	O=C(c1ccc(CS(=O)(=O)c2ccc(Br)cc2)o1)N1CCN(c2ccc(F)cc2)CC1	-14.6	2.8	24.4	-0.3	-5.9	9.0	-0.2	-6.2	15.1	-3.5	6.7
2	Cc1ccc(S(=O)(=O)N2CN(Cc3ccco3)c3nc4ccccc4nc32)cc1C	-5.9	0.8	3.5	1.8	-7.8	-8.2	0.0	29.6	2.4	17.7	-42.0
3	Cc1ccc(C2=NN(C(=O)c3ccccc3F)C(c3ccccc3F)C2)cc1 (stereo not given)	10.2	-0.9	16.0	-0.6	2.2	-8.0	0.0	14.1	7.5	-6.1	6.6
4	Nc1nc(SCC(=O)Nc2cccc(F)c2)n[nH]1	-14.0	x	-3.2	0.9	-5.1	7.8	-0.3	-1.0	4.6	-4.0	1.4
5	COc1ccccc1CNC(=O)CC(C)c1ccccc1 (stereo not given)	12.9	-0.4	4.6	3.2	9.0	-9.0	0.0	1.2	-15.4	1.1	5.6
6	Cc1ccc(CNC(=O)CCSCCC(=O)NCc2ccc(C)cc2)cc1	-3.4	-0.3	-3.6	-0.4	3.6	-1.3	-0.3	-17.2	-2.0	-6.3	9.0
7	CCCCNC(=O)C1(C)CCN1C(=O)c1ccc(C)c(F)c1 (stereo not given)	-22.8	x	4.8	1.2	x	7.4	-0.2	-5.8	-3.4	6.8	9.0
8	CCCOc1ccc(C(=O)CCNC(Cc2c[nH]c3ccccc23)C(=O)O)cc1 (stereo not given)	-2.3	1.4	37.8	-0.7	-8.9	4.1	-0.1	5.4	2.3	29.2	13.0
9	CCn1ccnc1CN(C)Cc1nc(Cc2cccc(C(F)(F)F)c2)no1	-4.5	-5.2	10.6	4.1	3.9	-2.8	0.0	1.6	10.0	11.6	14.3
10	CCN(CC)S(=O)(=O)c1cccc(C(=O)N/N=C(\C)c2cccs2)c1	-30.7	-0.3	-227.4	-0.5	-91.4	9.2	0.4	-17.4	-85.4	-25.3	-211.4
11	O=c1[nH]cccc1-c1nc2ccccc2n1Cc1ccccc1F	11.6	-1.4	-65.4	0.8	2.4	-2.8	0.0	9.6	-61.8	-1.6	-56.1
12	CC1CCC(C(C)C)C(OCC(O)CN2CCN(Cc3ccccc3)CC2)C1 (stereo not given)	11.7	3.5	14.4	-2.6	-2.0	-7.5	0.7	5.5	53.3	1.5	21.3
13	CN(C)c1ccc(NC(=O)CC2NCCNC2=O)cc1 (stereo not given)	-9.1	-4.6	-17.9	4.7	5.4	1.2	0.2	-9.2	-5.2	9.1	-2.3
14	Cc1cc(NC(=O)C(C)SCC(=O)Nc2ccc(SC(F)F)cc2)no1 (stereo not given)	-8.2	0.1	-8.7	-0.5	10.3	5.4	0.0	4.1	15.3	-34.2	7.1
15	O=C(Cc1cccs1)N=Nc1c(O)[nH]c2ccccc12	1.4	-4.6	-63.2	-0.5	-9.6	-2.9	0.0	-16.5	-30.0	-29.2	-104.7
16	Cc1n[nH]c(=O)n1-c1ccc(OC(F)(F)F)cc1	6.0	2.9	6.8	-1.5	6.0	3.2	0.0	8.0	2.4	-4.3	11.0
17	CC1CN(c2ccc([N+](=O)[O-])cc2C(=O)N2CCOCC2)CC(C)N1 (stereo not given)	-1.9	-1.9	8.1	-2.3	-13.2	-17.0	0.0	-2.4	5.5	-24.4	20.9
18	Cc1nnc(SCc2cc(=O)[nH]c(N3CCN(Cc4ccccc4)CC3)n2)s1	8.4	4.8	13.6	8.6	-12.8	-1.2	0.2	1.5	x	-9.1	10.6
19	Cc1ccc(N2C(=O)CC(Sc3nc(C)cc(C)n3)C2=O)cc1 (stereo not given)	-1.0	1.5	13.2	-0.5	16.6	-5.6	-0.1	4.2	5.4	7.6	5.8
20	CCC(c1nnnn1Cc1ccc(F)cc1)N(CCCO)Cc1cc2cc3c(cc2[nH]c1=O)OCO3 (stereo not given)	2.1	-1.2	-3.8	4.3	4.8	1.5	-0.1	-15.6	0.2	-10.4	17.1
21	c1ccc2c(c1)CCCN2Cc1nnnn1CC1CCCO1 (stereo not given)	8.1	0.5	2.6	1.3	6.2	-4.1	-0.2	-0.7	-44.2	1.5	-5.7
22	CC(C)Oc1ccc(C2CC(=O)N(c3cccc(C(=O)O)c3)C2=O)cc1 (stereo not given)	1.0	0.9	-78.2	0.6	-19.2	-2.5	0.0	0.8	-17.3	-39.9	-51.3
23	COc1ccc(S(=O)(=O)Nc2ccc(N3CCOCC3)nc2)cc1	-4.8	-2.1	5.2	1.4	2.5	-2.3	-0.2	4.2	-22.5	-1.3	8.0
24	Cc1ccc(C)c(S(=O)(=O)N2CCN(C(=O)c3ccnn3C)CC2)c1	-6.6	-0.7	6.5	0.3	-3.4	-12.9	0.1	10.5	-8.2	-16.7	13.8
25	CCc1nnc(NC(=O)CSc2nnc(COc3ccc(C#N)cc3)n2-c2ccccc2)s1	6.2	0.0	11.4	-0.4	6.6	4.2	-0.1	1.8	-7.0	-15.1	6.7
26	Cc1ccc(-c2csc(NC(=O)CCNC(=O)c3ccco3)n2)cc1	-25.6	-5.5	-20.8	0.9	4.8	14.6	0.0	12.3	15.4	-21.8	-36.8
27	COc1ccc(Br)c(C(=O)OCC(=O)Nc2cc(C)on2)c1	8.9	x	8.7	-1.5	x	-1.6	-0.3	2.7	-45.8	-27.4	10.3
28	O=[N+]([O-])c1ccc(-c2ccc(/C=N/Nc3nc(N4CCCC4)nc(N4CCCC4)n3)o2)cc1	-9.1	2.2	30.6	1.1	68.5*	-62.0*	-0.4	-23.4	33.0	1.7	11.1
29	Cc1cc(N/N=C/c2ccc(O)c(C)c2O)nc(-c2ccccc2O)n1	103.8*	0.8	68.9*	0.0	-10.3	-102.5*	-0.9	66.0*	84.7	-9.1	-51.1
30	COc1ccc(Cl)cc1Nc1nc(-c2sc(NC(=O)C(C)(C)C)nc2C)cs1	-0.7	0.1	-20.1	0.5	22.2	0.8	3.6	42.0	79.7	38.3	2.8
31	Cc1ccc(C(c2nnnn2C2CCCC2)N2CCN3CCCC3C2)cc1 (stereo not given)	2.6	-0.3	3.0	0.7	2.0	0.1	0.1	-3.4	-7.7	-5.9	-7.7
32	CCCc1cc(C(=O)OCC(=O)N2CCN(c3ccc(OC)cc3)CC2)sc1C	-2.8	1.2	24.3	-2.5	11.9	-9.2	-0.2	-1.5	9.6	-9.1	9.8
33	Cc1[nH]n(-c2cccc(Cl)c2)c(=O)c1C=NC12CN3CN(CN(C3)C1)C2	-3.3	-0.1	8.8	0.3	-7.0	13.1	0.1	-23.5	-16.0	-23.5	8.7
34	Cc1cccc(OCC(=O)N2CCc3ccccc3C2)c1	7.0	4.0	-59.6	-0.1	7.5	7.3	0.0	-7.2	-31.8	-28.3	-100.9
35	COc1cc(/C=C/C(=O)NCc2ccccn2)cc(OC)c1OC	-10.3	-1.1	-1.4	-1.7	-8.5	-2.7	0.1	14.0	-12.3	-16.6	6.4
36	Clc1ccccc1CSc1nnc(/C=C/c2ccccc2)o1	4.3	-1.6	-98.4	4.4	-3.2	1.5	-0.2	-25.0	-11.1	-52.6	-180.0
37	CC(=O)c1ccc(C(=O)Nc2sc3c(c2C(N)=O)CCN(Cc2ccccc2)C3)cc1	-3.4	-101.7	2.4	3.9	-7.8	-12.1	0.2	2.5	8.6	-3.0	0.6
38	COc1cccc(NS(=O)(=O)c2cc(C)sc2C)c1	-1.6	3.0	18.4	2.9	-11.2	-8.1	0.3	-8.4	-11.4	30.4	21.3
39	Oc1ccc2ccccc2c1/C=N/Nc1ccccc1	3.6	1.9	-61.9	0.5	-3.7	10.6	-0.2	17.9	-46.1	6.6	-15.9
40	COc1ccccc1/C=C/C=N/n1c(C)nnc1C	-6.5	3.0	13.0	2.1	5.9	-1.4	0.3	1.8	-7.9	-21.3	7.8
41	CC(=O)N(C(C)=O)c1ccc2nc(C)[nH]c(=O)c2c1	23.4	-2.1	-3.3	-2.0	-4.0	-4.4	-0.2	-0.1	8.5	1.8	22.6
42	CC(C)CCCN1C(N(C)C)=NC[C@@H]1C	-11.0	2.3	-5.9	-1.3	-5.0	1.9	-0.2	-4.6	-17.0	-4.3	12.3
43	COc1cccc(OC)c1C(=O)Nc1ccc(CN2CCCCC2)cc1	7.5	1.3	10.0	3.3	9.7	-13.8	0.0	8.4	-18.7	-1.6	22.5
44	CCNc1c(NS(=O)(=O)c2ccc(Cl)s2)c(=O)oc2ccccc12	-5.1	3.2	12.8	0.3	-10.9	-9.0	-0.1	44.1	1.0	-7.6	9.8
45	O=C(Nc1ccc(S(=O)(=O)NCc2ccco2)cc1)C1CCCCC1	-3.9	2.9	11.4	-0.1	6.1	7.4	0.5	1.6	10.8	9.7	8.9

The last two compounds of the section above come first, to join the parts:
item	molecule	CF NFkB inh	NR2E3 ag-2	Peg3 prom inh	hiPSC survival	MITF TRPM1 inh	KKLEB cytotox	aDG glyco act	TWEAK-Fn14 inh	Shn3 3UTR inh	NR2E3 ag-1	HIF-2a block
44	CCNc1c(NS(=O)(=O)c2ccc(Cl)s2)c(=O)oc2ccccc12	-5.1	3.2	12.8	0.3	-10.9	-9.0	-0.1	44.1	1.0	-7.6	9.8
45	O=C(Nc1ccc(S(=O)(=O)NCc2ccco2)cc1)C1CCCCC1	-3.9	2.9	11.4	-0.1	6.1	7.4	0.5	1.6	10.8	9.7	8.9
46	CC(C)c1ccc[n+](-c2nc([O-])sc2C=O)c1	-8.7	2.3	4.4	-0.8	x	9.9	0.0	9.4	-7.0	-6.7	18.5
47	Cc1ccc(OCC(=O)N(Cc2cccs2)C2CCS(=O)(=O)C2)cc1 (stereo not given)	10.4	1.9	13.8	-0.3	-0.5	-1.6	0.0	4.9	-18.6	-2.7	7.8
48	CCS(=O)(=O)N1CCN(C(=O)CC(C)C)CC1	7.5	4.8	10.1	-2.4	-0.6	0.5	0.1	2.3	16.8	18.7	3.6
49	CN1CCN(NC(=O)Nc2ccc([N+](=O)[O-])cc2)CC1	21.8	2.0	15.6	-0.4	4.2	0.2	0.4	-7.2	-28.1	-16.3	22.7
